High-throughput results (PubChem)
SMARCA2 activ: SMARCA2 (BRM) function activators, primary screen, cell-based, luminescence, high throughput. AID 652017, 2013. activation, % at 9.1 µM. hit rate 1% among 370,000. MG213 cells, MMTV-luciferase reporter, dexamethasone, overnight; in the data active = activation above about 7.8%;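 also: 0% = vehicle wells and 100% = reference activator wells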
ADAM10 inh: human ADAM10 inhibitors, primary screen, biochemical, QFRET, HTS | AID 720582, 2013 | hit rate 0.62% among 370,000 | recombinant ADAM10, EDANS/DABCYL FRET peptide cleavage, 3 h | Disintegrin and metalloproteinase domain-containing protein 10 (Homo sapiens), O14672 | inhibition, % at 7 µM;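 active = inhibition above a per-campaign cutoff equal to the mean of compounds falling between control-based bounds plus 3 SD, cut at about 20% in these data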;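 also: 0% = DMSO wells while the 100% control is not disclosed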
ADAM17 inh: ADAM17 inhibitors, primary screen, biochemical, QFRET. AID 720648, 2013. hit rate 0.83% among 370,000. Disintegrin and metalloproteinase domain-containing protein 17 (Homo sapiens), P78536. inhibition, % at 6.95 µM. recombinant ADAM17, EDANS/DABCYL FRET peptide cleavage;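 active = inhibition above the mean of compounds lying between control limits plus 3 SD, set per campaign, cut at about 8.5% in these data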;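 also: 0% = DMSO-only wells as the low control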
Target sequence (P78536 215-824 limits assumed): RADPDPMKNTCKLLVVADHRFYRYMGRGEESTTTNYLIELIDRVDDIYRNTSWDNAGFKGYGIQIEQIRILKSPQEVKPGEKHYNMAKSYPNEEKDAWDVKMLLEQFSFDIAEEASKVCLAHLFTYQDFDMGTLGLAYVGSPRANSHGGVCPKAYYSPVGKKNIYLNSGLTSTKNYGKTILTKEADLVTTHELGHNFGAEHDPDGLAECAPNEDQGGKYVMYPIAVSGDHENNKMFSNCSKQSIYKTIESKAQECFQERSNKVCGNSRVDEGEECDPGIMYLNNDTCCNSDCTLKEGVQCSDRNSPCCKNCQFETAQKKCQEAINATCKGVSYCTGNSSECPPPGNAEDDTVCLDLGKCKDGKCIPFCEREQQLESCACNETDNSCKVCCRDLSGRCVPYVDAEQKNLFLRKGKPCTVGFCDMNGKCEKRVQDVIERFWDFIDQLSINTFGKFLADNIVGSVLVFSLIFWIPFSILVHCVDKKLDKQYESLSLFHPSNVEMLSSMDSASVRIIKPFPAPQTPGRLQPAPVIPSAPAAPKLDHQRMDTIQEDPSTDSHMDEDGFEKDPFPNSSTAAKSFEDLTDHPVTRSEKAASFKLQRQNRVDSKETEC
NPR1 activator: GC-A stimulated cGMP production enhancers – HEK293 GC-A cells, cGMP TR-FRET, EC30 ANP, primary screen; Atrial natriuretic peptide receptor 1 (Homo sapiens), P16066; 0% at EC30 ANP, 100% saturating ANP; activation, % at 10 µM; hit rate 0.14% among 370,000; in the data active = activation above about 40%
GAA850 FXN act: FXN promoter activators, primary screen, cell-based, luciferase luminescence, HEK293 lucGAA850. activation, % at 6 µM. HEK293 lucGAA850 FXN promoter luciferase reporter, 24 h; percent of 10 µM SAHA response. hit rate 0.56% among 360,000;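 active = activation above the average of all compounds screened plus 3 SD, cutoff fixed separately per campaign, cut at about 7.5% in these data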;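 also: 0% = DMSO wells and 100% = 10 µM SAHA wells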
DAX1 inh-1: DAX1 (NR0B1) inhibitors, primary screen, cell-based, HEK293, Gal4-DAX1, luciferase luminescence. hit rate 0.99% among 340,000. HEK293 Gal4-DAX1 luciferase reporter. Nuclear receptor subfamily 0 group B member 1 (Homo sapiens), P51843. AID 504766, 2011. inhibition, % at 6.75 µM;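 active = inhibition above the mean over all tested compounds plus 3 SD, cut at about 4.2% in these data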;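 also: 0% = DAX1-transfected cells with DMSO and 100% = empty-vector control cells with DMSO; inhibition shows as a rise in luminescence from relieved DAX1 repression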
Target sequence (P51843 207-470 limits assumed): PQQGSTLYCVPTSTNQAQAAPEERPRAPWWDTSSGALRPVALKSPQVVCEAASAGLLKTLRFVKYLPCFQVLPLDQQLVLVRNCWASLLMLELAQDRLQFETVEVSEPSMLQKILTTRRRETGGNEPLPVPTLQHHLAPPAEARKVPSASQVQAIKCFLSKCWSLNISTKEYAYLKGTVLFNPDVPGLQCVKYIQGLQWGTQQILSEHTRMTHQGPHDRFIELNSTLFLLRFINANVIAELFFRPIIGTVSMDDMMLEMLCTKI
hgDAF-12 ag: H. glycines DAF-12 receptor agonists, primary screen, cell-based, luminescence, HEK293, GAL4 fusion, UAS-luciferase | HEK293 GAL4-hgDAF12 UAS-luciferase reporter, agonist luminescence; normalized to butyrate control | activation, % at 6.8 µM | hit rate 1.8% among 370,000;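 active = activation above a cutoff set at the mean of all screened compounds plus 3 SD, cut at about 10% in these data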;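 also: 0% = DMSO wells and 100% = sodium butyrate wells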
hcDAF-12 act: H. contortus DAF-12 nuclear receptor activators, primary screen, cell-based, luminescence, HEK293, lit1-tk-luc reporter. HEK293 hcDAF-12 lit1-tk-luc reporter; 0% DMSO, 100% Δ7-dafachronic acid. activation, % at 6.8 µM. hit rate 1.4% among 370,000;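 active = activation above the mean of all tested compounds plus 3 SD, cut at about 5.5% in these data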;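 also: 100% = response to 3 µM Δ7-dafachronic acid high control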
DAX1 inh-2: DAX1 (NR0B1) inhibitors on StAR promoter, primary screen, cell-based, luminescence, SF-1 (NR5A1), full-length DAX-1; HEK293T StAR-luciferase reporter, SF-1/DAX-1 repression relief; inhibition, % at 6.8 µM; hit rate 1.1% among 370,000; AID 652010, 2013;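 active = inhibition above the mean over all tested compounds plus 3 SD, cut at about 3.6% in these data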;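 also: 0% = DAX-1 cells with DMSO and 100% = cells lacking DAX-1 with DMSO; higher inhibition means more luminescence from relief of DAX-1 repression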
ssDAF-12 act: S. stercoralis DAF-12 nuclear receptor activators, primary screen, cell-based, luminescence, HEK293, GRIP1 co-expression, lit1-tk-luc | Nuclear hormone receptor DAF-12 (Strongyloides stercoralis) | HEK293 ssDAF-12/GRIP1 lit1-tk-luc reporter; % of 3 µM dafachronic acid response | activation, % at 6.8 µM | hit rate 1% among 370,000;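 active = activation above the mean over all tested compounds plus 3 SD, cut at about 0.9% in these data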;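 also: 0% = DMSO-only wells and 100% = 3 µM delta7-dafachronic acid wells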
PG9 Ab binder: binders of HIV-1 gp120 antibody PG9, primary screen, biochemical, TR-FRET; TR-FRET gp120-PG9 antibody binding; AID 624416, 2012; inhibition, % at 6.7 µM; HIV-1 gp120 / PG9 antibody interaction; hit rate 0.43% among 360,000; in the data active = inhibition above about 8.5%
An asterisk follows results filed as active; . = no result given; & = joins results of further samples; ! = not confirmed by another sample.

SMILES	SMARCA2 activ	ADAM10 inh	ADAM17 inh	NPR1 activator	GAA850 FXN act	DAX1 inh-1	hgDAF-12 ag	hcDAF-12 act	DAX1 inh-2	ssDAF-12 act	PG9 Ab binder
Cc1c(C(=O)OCC(C)C)[nH]c2c1C(=O)CC(c1ccco1)C2 (stereo not given)	-3	1	-1	-5	-3.3	-1.6	-4.5	-2.4	6.3*	-0.9	0.0
C/C(N)=C(/C#N)C(=O)CSc1nc2ccccc2c(=O)n1Cc1ccc(C)cc1	0	3	-2	22	0.4	1.4	-1.1	-2.3	0.3	-1.4	1.2
CC(C)c1ccc(/C=N/n2nnnc2Nc2ccccc2)cc1	0	1	-9	9	-1.6	0.7	0.1	-1.3	0.1	-1.4	2.1
CCOc1ccc(NC(=O)CCn2nc(C)c(S(=O)(=O)N3CCCCC3)c2C)cc1	-3	-1	5	1	-0.2	0.7	1.2	-1.1	-0.4	-0.9	1.6
COC(=O)[C@]12C[C@H](CC(=O)NCc3ccc(OC)c(OC)c3)C(=O)N(Cc3ccc(Cl)cc3Cl)C1=C[C@H](C(C)C)O[C@@H]2C1CC1	-3	11	4	-3	.	.	1.5	-2.1	-1.0	-1.4	.
CC(C)C[C@H]1CN([C@@H](CC(C)C)CN2CCC[C@H]2CN2C(=O)C(=O)NC[C@@H]2Cc2ccccc2)C(=O)C(=O)N1CCc1ccccc1	1	-9	2	-1	.	.	-0.5	-1.7	1.1	-1.4	-2.8
CCOC(=O)c1cc(=O)nc(N)s1	1	1	0	0	1.1	0.9	0.6	-0.4	0.7	-1.3	0.2
CN(C)c1ccc(C(C(=O)NC2CCCC2)N(C(=O)c2ccco2)C2CC2)cc1 (stereo not given)	-4	-8	-2	-5	2.2	-2.1	-1.1	-0.3	-0.2	-1.3	-0.9
Cc1nn(C(=O)c2cc3sccc3[nH]2)c(C)c1C	1	-35	-7	0	7.4	2.7	10*	8.1*	2.3	0.5	-0.1
CN(Cc1ccccc1)C(=O)Cn1nnc(-c2ccccc2)c1COc1ccc2ccccc2c1	-4	34*	20*	-3	0.0	.	-6.2	-3.1	-2.0	-1.7	1.5
COc1ccc2oc(C(=O)OCC(=O)NC(C)c3ccccc3)c(C)c2c1 (stereo not given)	0	-136	-51	-1	0.7	0.0	1.8	-1.1	-0.3	-0.6	0.0
Nc1cc(-c2ccc(Br)cc2)nn1S(=O)(=O)c1ccccc1	-3	-11	3	-5	0.0	-0.6	0.9	-1.1	0.5	0.1	1.1
CCOCc1nc(C)c(Cl)c(NS(=O)(=O)c2ccc(N)cc2)n1	0	-2	-4	1	0.5	1.2	-1.6	-2.1	0.2	-1.6	-0.6
CS(=O)(=O)c1cccc(NC(=O)c2ccc(Cl)c(Cl)c2)c1	3	3	0	0	1.2	2.1	2.7	-2.2	0.1	-1.6	0.3
C=CCn1c(SCC(=O)Nc2c(C)cccc2C)nnc1-c1ccncc1	1	-11	-4	7	3.4	0.8	-2.0	-1.3	0.1	-1.2	0.8
CCOC(=O)C(/C=C(\C#N)C(=O)OCC)=C(/N)N1CCN(c2c(C)cccc2C)CC1	-1	-2	-6	5	-4.5	0.1	-1.6	-1.4	0.0	-1.3	1.6
COc1ccc(CNC(=O)C2CCCN(S(=O)(=O)c3cccc4nsnc34)C2)cc1 (stereo not given)	-2	-2	-3	3	-2.6	0.2	-0.6	-1.1	0.0	-1.0	0.3
CCCCNC(=O)C1(C)CCCCN1C(=O)c1ccc(C#N)cc1 (stereo not given)	-2	-9	-4	0	0.8	.	0.9	-0.1	0.6	-0.6	0.2
COc1cc(-c2cc3nc(NCCc4ccc(S(N)(=O)=O)cc4)ccn3n2)cc(OC)c1OC	-1	-187	-48	4	-0.6	.	-1.5	1.4	-2.1	-1.6	-1.2
Cc1ccc(-c2[nH]ncc2C(=O)c2ccccc2C)c(O)c1	0	5	1	-4	0.0	-0.1	1.0	-0.3	0.1	-1.3	-1.6
C/C(N)=C(/C#N)C(=O)CSc1n[nH]c(-c2ccccc2Br)n1	8.6*!	-4&9	-2&0	-1&1	1.1&2.4	0.3&-0.1	8.1&4.8	0.8&-0.4	1.4&0.5	-0.3&-0.7	0.1&-1.3
NC(=O)COC(=O)c1ccc(-c2ccccc2)cc1	-1	14	1	2	-1.4	2.8	8.5	0.2	-0.1	-1.4	-0.8
O=C(NCc1ccc(Cl)c(Cl)c1)c1ccco1	0	1	-4	1	0.3	0.6	0.9	-1.3	-0.5	-1.0	0.1
N#CCSc1nnc(COc2cccc3ccccc23)n1-c1cccc(Cl)c1	3	9	4	-15	2.1	0.5	-1.1	-1.7	-0.6	-1.6	-0.5
CN(CCc1ccccc1)C1CCCN(C(=O)Cn2cccn2)C1 (stereo not given)	-4	-7	-2	4	1.0	2.6	1.5	0.4	0.2	-0.6	-0.6

Later entries:
SMILES	SMARCA2 activ	ADAM10 inh	ADAM17 inh	NPR1 activator	GAA850 FXN act	DAX1 inh-1	hgDAF-12 ag	hcDAF-12 act	DAX1 inh-2	ssDAF-12 act	PG9 Ab binder
COc1ccc(-c2csc(N(CCCN(C)C)C(=O)c3cccs3)n2)cc1	-2	-3	-2	-1	-3.1	1.5	5.4	-0.4	0.1	-2.0	-0.3
CCN1CCN(C(=O)c2ccccc2N(Cc2ccccc2)S(=O)(=O)c2ccc(OC)cc2)CC1	-6	1	-7	-9	0.3	-1.8	-0.7	-1.4	-0.3	-1.8	1.9
Cc1nnc(-n2cccc2)s1	-1	2	-1	2	.	.	-2.1	7.2*	0.6	-0.2	-0.1
CCn1ncc(CN2CCN(Cc3ccc(OC)c(C)c3C)C(CCO)C2)c1C (stereo not given)	-2	2	0	2	1.3	-0.2	-2.1	-0.4	0.1	-1.4	-0.5
O=C(CN1C(=O)C2C3C=CC(C3)C2C1=O)NCCC1=CCCCC1 (stereo not given)	2	5	2	4	-1.3	0.7	1.1	1.8	1.2	-0.5	-0.5
CCOC(=O)C1=C(c2ccccc2)OC(N)=C(C#N)C1c1ccc(Cl)s1 (stereo not given)	2	-7	-4	-26	2.3	-1.2	-0.9	-1.6	-0.8	-0.1	-3.2
CS(=O)(=O)c1ccc(C(=O)NCCN2C(=O)S/C(=C\c3cccnc3)C2=O)cc1[N+](=O)[O-]	0	0	2	-16	14*	-2.5	-7.4	-2.2	-1.2	-1.6	1.7
CCCN(CC(=O)Nc1ccccc1C)C(=O)C1CCN(c2ncnc3sc(C)c(C)c23)CC1	-2	-5	0	-2	-5.8	-0.8	-6.9	-3.9	-5.4	-2.0	-0.7
Cc1ccc(C)c(NC(=S)NC(NC(=O)N(C)C)C(Cl)(Cl)Cl)c1 (stereo not given)	2	4	1	2	0.1	0.2	-0.1	-0.2	-0.5	-1.0	-1.0
O=C(CCNS(=O)(=O)c1ccccc1C(F)(F)F)N1CCN(S(=O)(=O)c2cccc(F)c2)CC1	-2	-1	2	4	2.5	-1.4	4.2	0.6	0.1	-1.1	2.7
CN1CCN(c2ccc(NC(=O)c3ccco3)cc2Cl)CC1	5	-5	-4	5	6.8	0.5	10	5.9*	15*	0.1	0.3
COc1nccnc1NS(=O)(=O)c1ccc(N=Cc2c(C)[nH]n(-c3ccc(Cl)cc3)c2=O)cc1	1	-3	1	35	.	.	1.3	1.0	-0.2	-1.2	-2.9
COc1cc(C(=O)OC(C)c2ccc(F)cc2)ccc1OCC(=O)N1CCOCC1 (stereo not given)	2	1	-4	6	2.4	0.6	-1.8	-0.7	-1.3	-1.1	-2.4
COc1ccc(CN2CCCC(C(=O)N3CCCC3)C2)c(OC)c1OC (stereo not given)	-4	-4	1	6	0.6	.	0.4	1.1	1.4	-0.8	1.1
Cc1cc([N+](=O)[O-])cc2c1NC(=O)C2(O)N1CCOCC1 (stereo not given)	0	0	2	-3	-0.4	0.3	-1.7	-0.5	-0.7	-1.5	-0.2
CCOc1ccccc1CN1CCN(CCCc2ccccc2)CC1CCO (stereo not given)	-1	2	3	-1	-0.6	1.1	-1.0	0.8	-0.2	-1.6	0.0

A draw from above in order of length of the SMILES, falling:
SMILES	SMARCA2 activ	ADAM10 inh	ADAM17 inh	NPR1 activator	GAA850 FXN act	DAX1 inh-1	hgDAF-12 ag	hcDAF-12 act	DAX1 inh-2	ssDAF-12 act	PG9 Ab binder
COc1nccnc1NS(=O)(=O)c1ccc(N=Cc2c(C)[nH]n(-c3ccc(Cl)cc3)c2=O)cc1	1	-3	1	35	.	.	1.3	1.0	-0.2	-1.2	-2.9
CCN1CCN(C(=O)c2ccccc2N(Cc2ccccc2)S(=O)(=O)c2ccc(OC)cc2)CC1	-6	1	-7	-9	0.3	-1.8	-0.7	-1.4	-0.3	-1.8	1.9
COc1cc(C(=O)OC(C)c2ccc(F)cc2)ccc1OCC(=O)N1CCOCC1 (stereo not given)	2	1	-4	6	2.4	0.6	-1.8	-0.7	-1.3	-1.1	-2.4
CCn1ncc(CN2CCN(Cc3ccc(OC)c(C)c3C)C(CCO)C2)c1C (stereo not given)	-2	2	0	2	1.3	-0.2	-2.1	-0.4	0.1	-1.4	-0.5
Cc1cc([N+](=O)[O-])cc2c1NC(=O)C2(O)N1CCOCC1 (stereo not given)	0	0	2	-3	-0.4	0.3	-1.7	-0.5	-0.7	-1.5	-0.2
COc1ccc(CN2CCCC(C(=O)N3CCCC3)C2)c(OC)c1OC (stereo not given)	-4	-4	1	6	0.6	.	0.4	1.1	1.4	-0.8	1.1
CCOc1ccccc1CN1CCN(CCCc2ccccc2)CC1CCO (stereo not given)	-1	2	3	-1	-0.6	1.1	-1.0	0.8	-0.2	-1.6	0.0
Cc1nnc(-n2cccc2)s1	-1	2	-1	2	.	.	-2.1	7.2*	0.6	-0.2	-0.1
